# Source: PubChem BioAssay
# HTT cytoprotect: cytoprotection in Huntington HTT-Q103 PC12 cell model | AID 1471 | PC12 HTT-Q103 induced, cytoprotection, ATP luminescence, 40 h | Potency, µM (doses to about 56.4 µM), for inactives: cytoprotection (ATP increase), actives largely listed as activators | 230,000 tested, 0.14% active;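 also: % of control where 0% means no effect; nearly all actives have a fitted effect of over 45% in size; toxic huntingtin expression switched on by the ecdysone agonist tebufenozide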
#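 Compounds were screened for protection of PC12 cells against cell death after tebufenozide induction (100 nM final) of mutant Huntingtin exon 1 (Q103) fused to GFP.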
# SMN2 splice enh: enhancers of SMN2 splice variant expression | HEK293 SMN2-luciferase splicing reporter, luminescence, 30-36 h | Potency, µM (highest dose often 46.1 µM), without a hit: top-dose activity change, positive = activation, most hits filed as activators | 210,000 tested, 2.8% active; also: % of control where 0% means no effect; nearly all actives have a fitted effect of over 55% in size
#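 qHTS luciferase splicing reporter: luminescence rises when SMN2 exon 7 is included in transfected HEK293 cells. Compound exposure lasted 30-36 h at 37C, with 4.5 mM final sodium butyrate as control, followed by a ONE-Glo read.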
# Tau ThT inhib: tau fibrillization inhibition (ThT binding); recombinant tau K18 P301L, heparin-induced fibrillization, ThT fluorescence; Potency, µM (series often up to 57.4 µM), for inactives: at the highest dose activity, negative = inhibition, most hits filed as inhibitors; 270,000 tested, 2.1% active; AID 1460; also: % is scaled to controls: 0 for no effect and ±100 for the full control effect; nearly all actives have a fitted effect of over 55% in size
# Target sequence (P10636 561-689 P618L limits assumed): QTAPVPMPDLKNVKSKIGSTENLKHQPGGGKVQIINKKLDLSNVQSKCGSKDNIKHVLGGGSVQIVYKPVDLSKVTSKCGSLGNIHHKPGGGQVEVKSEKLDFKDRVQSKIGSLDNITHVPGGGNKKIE
#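 In this qHTS, human K18 P301L tau is incubated with compound and heparin for 6 hr at 37 C, and Thioflavin T fluorescence then reports fibril load.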
# Tau fibril FP: inhibitors of human tau fibril formation | Potency, µM (series often up to 57.7 µM), for the others: at the top dose activity, negative = inhibition, actives largely listed as inhibitors | AID 1468 | 280,000 tested, 0.39% active | P10636 | K18 P301L tau heparin fibrillization, Alexa594 FP, 6 h; also: % is scaled to controls: 0 for no effect and ±100 for the full control effect; nearly all actives have a fitted effect of over 55% in size
#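 Quantitative HTS format: compounds meet 15 uM recombinant K18 P301L tau and Alexa 594-tau tracer in 100 mM sodium acetate pH 7; 20 uM heparin triggers fibrillization at 37 C over 6 hr; FP gives the signal.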
# KDM4E inh: inhibitors of human JMJD2E histone demethylase. 230,000 tested, 1.6% active. JMJD2E catalytic domain, FDH-coupled NADH fluorescence (FDH is formaldehyde dehydrogenase). Potency, µM (doses to about 57.1 µM), for the others: top-dose activity change, negative = inhibition, hits mostly inhibitors. AID 2147; active = well fitted inhibition curve with a large enough effect, not every such curve was filed as active; inconclusive = small, poorly fitted or top-dose-only effect, or another doubt; inactive = no such curve, though single readings can be large or run the other way;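 also: 0% = wells with enzyme and -100% = buffer wells without enzyme; nearly all actives have a fitted effect of over 50% in size; many of its hits are not listed in these tables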
# Target sequence (B2RXH2 1-337 limits assumed): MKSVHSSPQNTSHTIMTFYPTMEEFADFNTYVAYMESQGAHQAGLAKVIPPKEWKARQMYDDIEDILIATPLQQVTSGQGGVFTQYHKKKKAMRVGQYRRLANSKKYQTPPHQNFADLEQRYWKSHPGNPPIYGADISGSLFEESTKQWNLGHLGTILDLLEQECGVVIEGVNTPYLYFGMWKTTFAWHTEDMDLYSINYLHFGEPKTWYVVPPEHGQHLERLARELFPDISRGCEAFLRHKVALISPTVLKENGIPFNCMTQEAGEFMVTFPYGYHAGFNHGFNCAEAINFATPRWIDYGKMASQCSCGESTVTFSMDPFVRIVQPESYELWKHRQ
# HTT aggregate: inhibitors of mutant huntingtin aggregate formation in PC12 cells | Potency, µM (series often up to 46.1 µM), for inactives: at the top dose activity change, negative = inhibition, actives largely listed as inhibitors | 220,000 tested, 1.1% active | PC12 HttQ103-GFP aggregates, Acumen cytometry, 40 h; also: % is scaled to controls: 0 for no effect and ±100 for the full control effect; nearly all actives have a fitted effect of over 60% in size
#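 Steps: seed 1500 PC12 HTTQ103-GFP cells/well; add tebufenozide, 100 nM final; add compound titration; add ATPLite reagent; quantify GFP aggregates by laser scanning cytometry.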
# Tau fluor cs: counter-screen for tau fibril formation inhibitors; tau K18 P301L Alexa594 fluorescence, heparin fibrillization; AID 1463; Potency, µM (highest dose often 57.7 µM), without a hit: at the top dose activity change, negative = decrease; 280,000 tested, 0.93% active; also: % is scaled to controls: 0 for no effect and ±100 for the full control effect; nearly all actives have a fitted effect of over 55% in size
#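 Human tau K18 P301L (15 uM unlabeled, 0.24 uM Alexa 594-labeled) in 100 mM sodium acetate pH 7 with 20 uM heparin, 6 hr at 37 C. ThT 30 uM added, 1 hr ambient; Alexa 594 FP and total fluorescence read at 555/632 nm.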
# ALDH1A1 inh: ALDH1A1 (human) enzyme inhibition; Potency, µM (doses to about 75.3 µM), inactives show top-dose activity, negative = inhibition, usual class: inhibitors; P00352; AID 1030; Purified ALDH1A1, NADH fluorescence, propionaldehyde substrate; 220,000 tested, 7.3% active; active = well fitted inhibition curve with a large enough effect, not every such curve was filed as active; inconclusive = small, poorly fitted or top-dose-only effect, or another doubt; inactive = no such curve, though single readings can be large or run the other way;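 also: plate controls were no enzyme wells and a reference inhibitor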
# Target sequence (P00352 whole entry, looked up): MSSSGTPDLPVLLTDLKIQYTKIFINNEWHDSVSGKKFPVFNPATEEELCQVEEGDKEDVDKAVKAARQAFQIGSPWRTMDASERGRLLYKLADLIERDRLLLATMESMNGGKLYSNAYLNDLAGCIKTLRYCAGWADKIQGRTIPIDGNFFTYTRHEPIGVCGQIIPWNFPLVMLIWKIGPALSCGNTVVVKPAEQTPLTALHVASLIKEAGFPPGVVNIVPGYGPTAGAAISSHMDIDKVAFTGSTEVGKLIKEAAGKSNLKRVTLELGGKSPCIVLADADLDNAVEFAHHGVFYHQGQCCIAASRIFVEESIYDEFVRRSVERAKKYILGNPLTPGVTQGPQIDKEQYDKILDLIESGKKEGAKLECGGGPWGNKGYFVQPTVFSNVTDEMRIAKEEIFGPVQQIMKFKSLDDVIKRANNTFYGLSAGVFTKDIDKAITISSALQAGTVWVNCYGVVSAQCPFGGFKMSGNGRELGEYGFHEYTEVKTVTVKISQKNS
# * hit, by the source's call; ? = inconclusive; . = no result given; & = joins results of further samples; [ ] = another dose, or the depositor's remark. Unless noted, calls follow the shape of the dose curve; as a rule, active = well fitted curve in the direction sought with a large enough effect; inconclusive = small, poorly fitted or top-dose-only effect, or another doubt; inactive = no such curve, though single readings can be large; an effect the other way counts as inactive or inconclusive. Potency is read from the fitted curve at half-maximal effect. An excerpt; rates above refer to the full screens.
Structure	HTT cytoprotect	SMN2 splice enh	Tau ThT inhib	Tau fibril FP	KDM4E inh	HTT aggregate	Tau fluor cs	ALDH1A1 inh
CN(C)S(=O)(=O)c1ccc(N2CCCC2)c(C(=O)NC(c2ccccc2)c2ccccc2)c1	-8%	1%	-2%	5%	?	1%	-9%	?
COCCNC(=O)C(=O)NCCN1CCNCC1	-49%[inhibitor]	3%	6%	4%	1%	-5%	-2%	7%
CCN(CC)CCCn1c(-c2ccccc2)nc2c(NCc3ccccc3)nc(C)nc21	-15%	-16%	4%	2%	?	.	-2%	?
N[C@H](CO)Cc1cnc[nH]1	14%[1.9 µM]	.	-7%	-8%	-1%	.	-1%	-6%
Cc1ccc(C)c(Oc2ncnc(N)c2[N+](=O)[O-])c1	-11%[10 µM]	14%	-4%	-2%	-2%	16%	-2%	9%
CCOC(=O)c1[nH]c2ccc(F)cc2c1NC(=O)CN1CCN(C/C=C/c2ccccc2)CC1	-116%[inhibitor]	-24%	?	18%	?	?	?	?
Cc1ccc(-c2nn(C)c(=O)c3ccccc23)cc1S(=O)(=O)NCCCN(C)C	.	3%	-3%	-2%	.	.	-6%	.
CCN(CC(=O)Nc1ccc2c(c1)OCCO2)C(=O)C1CCCCC1	-2%	-9%	-6%	-19%	2%	-7%	-4%	1%
COc1ccc(N(C(=O)/C=C/C(=O)Nc2cc(C)on2)C(C(=O)NC2CCCC2)c2ccccc2C)cc1 (stereo unspecified)	-16%[10 µM]	-28%	-10%	2%	-2%	24%	-7%	9%
CCOC(=O)N1CCC(NC(=O)c2ccc3c(c2)N(Cc2ccccc2)C(=O)c2ccccc2S3(=O)=O)CC1	.	3%	?	3%	.	.	?	.
CN(C)CCNC(=O)COc1ccc(Cl)cc1Cl	.	-9%	-8%	5%	3%	-1%	-3%	13%
Cc1ccc(-n2ncc3c(NCCCN4CCOCC4)ncnc32)c(C)c1	-3%	-8%	-6%	2%	-19%	-3%	-7%	6%
C=CCN(C(=O)Cn1ncc2c1-c1cc(C)ccc1OC2)c1ccccc1	-10%[10 µM]	-20%	-8%	-6%	-4%	12%	-5%	8%
CC12CNCC(C)(CN(C3(O)C(=O)Nc4ccc(Br)cc43)C1)C2=O (stereo unspecified)	7%[10 µM]	-7%	6%	11%	-21%	-5%[9.22 µM]	9%	-3%
COc1ccc(NC(=O)CC2S/C(=N\c3nccs3)N(C)C2=O)cc1 (stereo unspecified)	10%[10 µM]	.	-6%	-8%	-7%	11%[9.22 µM]	-18%	12%
O=C(c1ccc(Cl)c([N+](=O)[O-])c1)N(c1ccccn1)c1ccccn1	6%[10 µM]	-1%	7%	1%	3%	-8%	10%	0%
CN(C(=O)c1ccc(-c2nn(C)c(=O)c3ccccc23)cc1)c1ccccc1	-1%[10 µM]	-13%	-10%	-3%	4%	?	-10%	-4%
COc1ccc(C(=O)N/N=C(\CCC(=O)O)c2ccc(C(C)(C)C)cc2)cc1OC	-43%[inhibitor]	7%	-17%	-1%	46%[activator]	-10%	1%	?
COc1ccc(OC)c(-n2cnnn2)c1	-36%	-1%	-2%	-5%	0%	-4%	0%	?
CCOC(=O)C1C(=O)CC(=O)CC1CC(C)SCC (stereo unspecified)	-1%[0.074 µM]	8%	-1%	-5%	7%	9%	2%	13µM*
C#CCOCCOCCOCCNc1nc(N2CCN(C(=O)[C@H]([C@@H](C)CC)n3cc([C@@H](N)CO)nn3)CC2)nc(N2CCN(C(=O)[C@H](CCCCN)n3cc([C@@H](N)CC(C)C)nn3)CC2)n1	3%[10 µM]	.	-1%	1%	-3%	15%[9.22 µM]	2%	3%
CCOc1ccc(NC(=O)Nc2ccc3c(c2)nnn3C)cc1	12%[10 µM]	-1%	?	7%	?	?	-16%	10%
c1coc(CNCCCN2CCOCC2)c1	-17%	-2%	-8%	-1%	2%	-11%	-8%	5%
COCCn1nnnc1C(c1ccccc1)N1CCN(Cc2ccc3c(c2)OCO3)CC1 (stereo unspecified)	-13%[10 µM]	.	-3%	1%	-3%	-2%	-1%	-2%
Cc1nc2ccc(NC(=S)N3CCC(C)CC3)cc2nc1C	-23%	.	15%	8%	1%	8%	7%	?

# 2 entries from above, field by field.
> CCOC(=O)N1CCC(NC(=O)c2ccc3c(c2)N(Cc2ccccc2)C(=O)c2ccccc2S3(=O)=O)CC1
  HTT cytoprotect: . | SMN2 splice enh: 3% | Tau ThT inhib: ? | Tau fibril FP: 3% | KDM4E inh: . | HTT aggregate: . | Tau fluor cs: ? | ALDH1A1 inh: .

> CN(C)CCNC(=O)COc1ccc(Cl)cc1Cl
  HTT cytoprotect: . | SMN2 splice enh: -9% | Tau ThT inhib: -8% | Tau fibril FP: 5% | KDM4E inh: 3% | HTT aggregate: -1% | Tau fluor cs: -3% | ALDH1A1 inh: 13%

# (listing goes on)
Structure	HTT cytoprotect	SMN2 splice enh	Tau ThT inhib	Tau fibril FP	KDM4E inh	HTT aggregate	Tau fluor cs	ALDH1A1 inh
O=C1CC(N(C(=O)c2ccco2)c2cccc(Cl)c2)C(=O)N1c1cccc(Cl)c1 (stereo unspecified)	-7%	-21%	-20%	-3%	5%	27%	-15%	?
Cc1nn(C)c(C)c1S(=O)(=O)N(CC(=O)Nc1ccc2c(c1)OCO2)c1ccc(C(C)C)cc1	-3%[10 µM]	-11%	0%	1%	1%	-19%	-5%	0%
Cc1cc(C)c(OCC(=O)N(Cc2ccc(N(C)C)cc2)Cc2ccco2)c(C)c1	.	-16%	?	-4%	.	.	?	.
COc1ccc(N=Nc2cc(C)ccc2O)cc1	-11%[10 µM]	.	16µM*	11%	11%	3%[9.22 µM]	?	.
O=C1CCCc2c1[nH]c1ccccc21	-11%[10 µM]	.	-20%	5%	-21%	0%	-22%	-16%
O=C(CCCOc1ccc(Cl)cc1)NCC1CCCO1 (stereo unspecified)	-8%	-3%	-4%	4%	0%	11%	-6%	?
Cc1ccc(-n2c(=O)c3c4c(sc3n(CC(=O)Nc3ccccc3C)c2=O)CCCCC4)cc1C	.	12%	2%	-2%	.	.	-1%	.
CCCCSc1cc(=O)[nH]c(N)n1	9%[10 µM]	.	6%	0%	?	-5%[9.22 µM]	-3%	2%
Cc1cccc(N(Cc2cc3ccccc3[nH]c2=O)C(=O)c2cccc(Cl)c2)c1	.	-1%	-6%	-5%	.	.	-10%	.
CCn1c(SCC(=O)NC(C)c2ccccc2)nc2ccccc21 (stereo unspecified)	6%	28%	-10%	7%	8%	-16%	-7%	-6%
COC(=O)c1sccc1NC(=O)c1ccco1	12%[10 µM]	4%	-8%	-9%	?	-27%	2%	-5%
COC(=O)c1cc(NC(=O)c2cccc(F)c2)cc(C(=O)OC)c1	.	-11%	-3%	-16%	-10%	-2%	-24%	-8%
CCS(=O)(=O)N(C)[C@@H]1c2cc(C#N)ccc2OC(C)(C)[C@H]1O	7%&-9%	.	-12%&-1%	5%&2%	9%&3%	.	-14%&-7%	8%&-1%
Nc1sc(-c2ccccc2)cc1C(=O)N/N=C/c1ccc(Cl)cc1	3%[10 µM]	.	4µM*	-4%	-29%	10%[9.22 µM]	14µM*[quencher]	.
COc1ccc(F)cc1C(=O)C1CCCN(C(=O)CSc2ccccn2)C1 (stereo unspecified)	8%	.	-7%	-3%	-23%	0%	-4%	?
Cn1c(N)c(C(=O)COC(=O)[C@H](Cc2ccccc2)N2C(=O)c3ccccc3C2=O)c(=O)n(C)c1=O	-2%[10 µM]	11%	-3%	?	7%	-17%	?	?
O=C(NC1CCCCCC1)C1CCC(CNS(=O)(=O)c2ccc(Br)s2)CC1 (stereo unspecified)	.	-13%	3%	1%	-4%	9%	-4%	-7%
CCOc1ccc(C2=Nn3c(nnc3-c3ccccn3)SC2)cc1	-16%	6%	?	0%	-4%	24%	-5%	-8%
O=C(NC(=S)Nc1ccc(Br)cn1)c1cccs1	-88%[inhibitor]	13µM*	-1%	-6%	3%	14%	-5%	-2%
N/C(=N\O)c1ccncc1	19%[10 µM]	.	-5%	10%	4%	0%[9.22 µM]	-5%	12%
CCC(=O)O[C@H](CC(=O)O)C[N+](C)(C)C	18%	.	-14%	1%	3%	.	-14%	-6%
O=C(CN1CCN(Cc2ccc(F)cc2Cl)C1=O)NCCCN1CCOCC1	5%	9%	1%	4%	-5%	-11%	4%	-4%
CCN(C(=O)c1cn(CC)c(=O)c2cc(OC)c(OC)cc12)c1ccccc1F	.	2%	-3%	3%	.	.	-3%	.
COc1cccc2c(N/N=C/c3ccco3)cc(C)nc12	.	?	-11%	2%	5%	?	-13%	-13%
CC(C)CC(COCc1ccc(F)cc1)N1CCN(C(=O)c2cccc(C(F)(F)F)c2)CCC1=O (stereo unspecified)	.	-27%	-13%	-2%	5%	-11%	-11%	6%
O=C(NC(=S)Nc1ccc(Cl)cc1)c1ccccc1	19%[10 µM]	.	-4%	-3%	0%	20%[9.22 µM]	-13%	15µM*
CCCCn1cc(C(C)(C)C)c(C#N)c1NC(C)=O	1%	0%	-8%	-1%	-13%	-10%	-4%	-7%
O=C(Nc1cccc(F)c1)c1oc2ccccc2c1NC(=O)C12CC3CC(CC(C3)C1)C2	.	6%	11%	?	.	.	-13%	.
COc1ccc(-c2noc(CN(C)CCC3CCCCO3)n2)cc1 (stereo unspecified)	-26%[10 µM]	.	-6%	8%[2.34 µM]	-7%	-12%[9.22 µM]	16%[2.34 µM]	-5%
CCOc1ccc(OCCSc2nc(C)cc(=O)[nH]2)cc1	-48%[inhibitor][10 µM]	6%	?	2%	-1%	-11%[9.22 µM]	-5%	5%
C=C1CCN(Cc2ccccc2)S(=O)(=O)c2ccccc21	15%[10 µM]	.	-6%	1%	6%	-1%[9.22 µM]	-12%	.
CCC(=O)NNc1nc2c(C)cccc2s1	29%	-18%	-4%	-1%	-4%	-11%	-3%	-8%
COc1cccc(NC(=O)C(=O)N/N=C/c2cc(C)n(-c3ccc(Cl)c(Cl)c3)c2C)c1	-43%[inhibitor]	-36%[inhibitor]	?	-1%	?	0%	-15%	?
C[C@]12CC[C@@H]3c4ccc(O)cc4CC[C@H]3[C@@H]1CC[C@@H]2OC(=O)CCC(=O)O	.	-38%[inhibitor]	?	1%	-12%	14%	-12%	-10%
Cc1ccccc1Nc1c(-c2ccc(Cl)s2)nc2c(C)cccn12	.	10%	-10%	-3%	.	.	-26%	.
